# Bioassay records from PubChem BioAssay.
# G6PDH CS: L. mesenteroides G6PDH inhibitors, counter-screen for G6PDH-coupled screening assays, biochemical, Leuconostoc mesenteroides enzyme | Purified L. mesenteroides G6PDH, diaphorase/resazurin coupled fluorescence, 45 min | AID 1020, 2008 | glucose-6-phosphate dehydrogenase [Leuconostoc mesenteroides] | 200,000 compounds, 0.12% hits | inhibition, % at 5 µM; in the data active = inhibition above about 50%
# PPARg SRC-3 ag: PPARgamma agonists recruiting SRC-3 coactivator, primary screen, biochemical | Peroxisome proliferator-activated receptor gamma (Homo sapiens), P37231 | biochemical PPARgamma/SRC-3 coactivator recruitment assay | activation, % at 8 µM | 200,000 compounds, 0.26% hits | AID 731, 2007; in the data active = activation above about 23%;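 also: 0% = DMSO and 100% = reference agonist; some compounds past the cut are filed as inactive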
# Target sequence (P37231 whole entry, looked up): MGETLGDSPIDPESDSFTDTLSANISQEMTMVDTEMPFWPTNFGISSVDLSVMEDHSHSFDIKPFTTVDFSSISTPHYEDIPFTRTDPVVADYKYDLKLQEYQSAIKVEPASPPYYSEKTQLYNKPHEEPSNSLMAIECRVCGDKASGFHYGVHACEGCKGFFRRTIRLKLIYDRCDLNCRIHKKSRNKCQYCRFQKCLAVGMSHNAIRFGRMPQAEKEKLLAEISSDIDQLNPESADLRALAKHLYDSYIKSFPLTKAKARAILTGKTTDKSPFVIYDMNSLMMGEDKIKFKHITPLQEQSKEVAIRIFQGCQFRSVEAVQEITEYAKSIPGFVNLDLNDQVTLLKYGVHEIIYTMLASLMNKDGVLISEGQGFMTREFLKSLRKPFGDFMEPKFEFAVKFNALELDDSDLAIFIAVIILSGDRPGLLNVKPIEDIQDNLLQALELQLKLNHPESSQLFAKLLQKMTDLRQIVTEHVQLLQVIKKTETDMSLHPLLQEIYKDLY
# PPARg SRC-1 ag: PPARgamma agonists recruiting SRC-1 coactivator, primary screen, biochemical; PPARgamma-SRC-1 coactivator recruitment biochemical assay; 200,000 compounds, 0.41% hits; AID 631, 2007; activation, % at 8 µM; Peroxisome proliferator-activated receptor gamma (Homo sapiens), P37231; in the data active = activation above about 19%;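 also: 0% = DMSO and 100% = reference agonist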
# ROMK primary: ROMK potassium channel modulators, primary screen, cell-based, thallium flux, MLSMR library | B-score at 10 µM | 130,000 compounds, 2% hits | ATP-sensitive inward rectifier potassium channel 1 (Homo sapiens), P48048 | Tet-inducible ROMK, thallium flux fluorescence; actives lie on both sides;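 active = signal ratio slope over the read window, or its plate-corrected B-score, at least 3 SD from the plate mean, either direction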;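 also: B-score of the F/F0 ratio slope over 7 to 12 s after thallium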
# S1P3 antag: S1P3 receptor antagonists, primary screen, cell-based. Sphingosine 1-phosphate receptor 3 (Homo sapiens), Q99500. CHO S1P3 NFAT-BLA reporter, FRET fluorescence, antagonist mode. inhibition, % at 4.98 µM. 170,000 compounds, 0.27% hits;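 active = inhibition above the plate cutoff, the mean inhibition of test wells on that plate plus 3 SD, cut at about 28% in these data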;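 also: cells challenged with S1P at its EC80 of 0.8 µM; blue over green emission ratio from cleaved BLA substrate after 4 h stimulation; 0% = S1P-stimulated wells and 100% = unstimulated DMSO-only wells; some compounds past the cut are filed as inactive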
# Target sequence (Q99500 whole entry, looked up): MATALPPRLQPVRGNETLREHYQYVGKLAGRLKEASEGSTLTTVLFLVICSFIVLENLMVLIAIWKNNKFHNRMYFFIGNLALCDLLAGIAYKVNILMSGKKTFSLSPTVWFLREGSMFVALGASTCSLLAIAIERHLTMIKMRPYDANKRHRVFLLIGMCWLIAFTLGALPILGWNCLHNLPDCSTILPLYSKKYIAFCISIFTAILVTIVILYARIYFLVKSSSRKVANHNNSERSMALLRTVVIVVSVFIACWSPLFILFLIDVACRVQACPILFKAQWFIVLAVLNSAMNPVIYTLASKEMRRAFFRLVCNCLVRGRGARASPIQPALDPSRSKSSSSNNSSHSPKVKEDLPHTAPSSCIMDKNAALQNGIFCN
# PMI act hi M6P: human PMI activators, high substrate, primary screen, biochemical, fluorescence intensity, near-saturating mannose 6-phosphate | Mannose-6-phosphate isomerase (Homo sapiens), P34949 | coupled PMI enzyme assay, resazurin fluorescence, 20 min; stronger effect = higher value; 1 = untreated enzyme, 0 = substrate-free blank | activation factor at 20 µM | 190,000 compounds, 0.34% hits;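 active = activation factor of 2 or more at 20 µM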
#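 Material: human phosphomannose isomerase with PGI, G6PDH, diaphorase coupling enzymes. Quantity: 15 ng/mL PMI. Medium: HEPES pH 7.4 buffer with MgCl2 and Tween-20. Reagent: Near-saturating mannose-6-phosphate, 1.0 mM. Compound: 20 µM single dose. Times: enzyme reaction with compound 20 min at room temperature. Detection: resorufin fluorescence at Ex 544/Em 590 nm.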
# PMI act: activators of human PMI, primary screen, biochemical, fluorescence intensity, near-Km mannose 6-phosphate; Mannose-6-phosphate isomerase (Homo sapiens), P34949; purified human PMI, coupled resazurin fluorescence, 20 min; stronger effect = higher value; 1 = vehicle control, 0 substrate-free wells; activation factor at 20 µM; 190,000 compounds, 0.005% hits; AID 1214, 2008;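 active = activation factor of 2 or more at 20 µM, relative to plate controls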
# PPARg SRC-2 ag: agonists of PPARg-SRC-2 recruitment, primary screen, biochemical, HTS. PPARgamma LBD-SRC-2 recruitment. activation, % at 8 µM. 200,000 compounds, 0.34% hits; in the data active = activation above about 22%;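 also: 0% = vehicle and 100% = reference agonist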
# Diaphorase act: compounds boosting diaphorase resazurin reduction – biochemical, uHTS, resorufin fluorescence, counter-screen for diaphorase-coupled primary assays, primary screen. AID 1229, 2008. activation factor at 20 µM. Diaphorase/resazurin coupled assay, 16 min; stronger effect = higher value; 1 = vehicle wells, 0 = NADH-free wells. 190,000 compounds, 0.005% hits;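 active = diaphorase activity raised at least twofold by the compound at 20 µM; inactive = activation factor below 2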
#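 test system = bacterial diaphorase enzyme (C. kluyveri) | quantity = enzyme 0.07 U/mL final | reagent = NADH substrate 0.114 mM plus resazurin dye 0.1 mM, final | incubation = 16 min enzyme reaction, ambient temperature | buffer or medium = HEPES pH 7.4 buffer with MgCl2 and Tween 20 | signal = fluorescence of resorufin, 544 nm excitation, 590 nm emission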
# Diaphorase inh: diaphorase inhibitors and chemical oxidizers, primary screen, counter-screen for diaphorase-coupled primary assays, biochemical, uHTS, resorufin fluorescence. diaphorase resazurin-to-resorufin fluorescence, NADH, 16 min; bacterial (C. kluyveri) enzyme, not human. inhibition, % at 20 µM. 190,000 compounds, 0.69% hits;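 active = primary screen inhibition at 20 µM above a set limit, cut at about 50% in these data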;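 also: plate controls were DMSO with full reaction for no effect and wells lacking NADH for full effect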
#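 Detection: fluorescence of resorufin formed from resazurin, Ex 544/Em 590 nm; test system: Clostridium kluyveri diaphorase enzyme; amount: 0.14 U/mL diaphorase, enzyme working solution; times: 16-min room-temperature incubation before reading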
# SRC2 TRFRET art: TR-FRET signal artefacts, primary screen, artefact control for PPARgamma SRC-2 agonist project, biochemical | TR-FRET ratio at 8 µM | TR-FRET artefact counter-screen; stronger effect = higher value | 200,000 compounds, 0.4% hits | AID 1049, 2008; in the data active = TR-FRET ratio above about 2000; also: inactives centre near 1500
# * = called active by the depositor; x = not tested or not shown.
# Sample of the layout:
SMILES,G6PDH CS,PPARg SRC-3 ag,PPARg SRC-1 ag,ROMK primary,S1P3 antag,PMI act hi M6P,PMI act,PPARg SRC-2 ag,Diaphorase act,Diaphorase inh,SRC2 TRFRET art
COc1ccc(Cl)cc1C(=O)NC(=S)Nc1cc(-c2nc3ccccc3[nH]2)ccc1C,10,3,3,x,x,1.2,1.1,13,0.8,16,1638
O=C(Nc1ccc(CN2CCCCC2)cc1)c1ccc2c(c1)OCO2,-1,8,0,x,-21,1,1,10,1,0,1654
COC(=O)c1ccc(N2CCN(C(C)=O)CC2)c(NC(=O)COc2ccccc2C)c1,11,4,1,-0.36,-16,1.1,1,2,0.9,7,1560
O=C(Nc1cc(S(=O)(=O)N2CCOCC2)ccc1N1CCOCC1)c1cn2ccccc2n1,8,0,4,0.68,-11,1,1,11,0.9,9,1928
COc1cc(C(=O)NCc2ccccc2)ccc1OC(F)F,-3,4,1,x,6,0.8,0.8,-4,0.9,14,1437

# The whole of this part, from the first entry:
SMILES,G6PDH CS,PPARg SRC-3 ag,PPARg SRC-1 ag,ROMK primary,S1P3 antag,PMI act hi M6P,PMI act,PPARg SRC-2 ag,Diaphorase act,Diaphorase inh,SRC2 TRFRET art
COc1ccc(Cl)cc1C(=O)NC(=S)Nc1cc(-c2nc3ccccc3[nH]2)ccc1C,10,3,3,x,x,1.2,1.1,13,0.8,16,1638
O=C(Nc1ccc(CN2CCCCC2)cc1)c1ccc2c(c1)OCO2,-1,8,0,x,-21,1,1,10,1,0,1654
COC(=O)c1ccc(N2CCN(C(C)=O)CC2)c(NC(=O)COc2ccccc2C)c1,11,4,1,-0.36,-16,1.1,1,2,0.9,7,1560
O=C(Nc1cc(S(=O)(=O)N2CCOCC2)ccc1N1CCOCC1)c1cn2ccccc2n1,8,0,4,0.68,-11,1,1,11,0.9,9,1928
COc1cc(C(=O)NCc2ccccc2)ccc1OC(F)F,-3,4,1,x,6,0.8,0.8,-4,0.9,14,1437
Cc1cc(C)c(S(=O)(=O)n2ccc(-c3ccc(OCCN(C)c4ccccn4)cc3)n2)c(C)c1,5,-2,8,x,x,0.9,0.9,4,0.9,7,1390
CCOc1ccc(-n2cnc3scc(-c4ccc(OC)c(OC)c4)c3c2=O)cc1,8,2,-1,-0.65,10,0.9,0.9,9,0.8,19,1583
O=S(=O)(NCCSc1ccccc1)c1ccc2c(c1)OCCO2,2,5,6,-0.093,x,1,1,4,1,5,1639
CN(C(=O)Cn1nnc(-c2cccc(C(F)(F)F)c2)n1)C1CCCCC1,3,16,9,x,x,0.9,0.9,10,0.9,7,1481
CCOC(=O)c1ccc(COC(=O)c2cc(=O)[nH]c3ccccc23)o1,7,-4,-5,-0.038,-20,0.9,0.9,3,0.8,17,1611
O=S(=O)(c1ccc(Cl)c(NC(=S)Nc2cccc(O)c2)c1)N1CCOCC1,4,-4,1,-0.22,-16,0.7,0.9,1,0.8,24,1388
Cc1ccc(-c2csc(NC(=O)c3cccc([N+](=O)[O-])c3C(=O)O)n2)cc1,12,5,2,0.16,-14,0.9,0.9,6,0.9,7,1599
CC(CNC(=O)c1ccc(C(C)(C)C)cc1)CN(C)C (centres undefined),8,-1,0,-2.2,-27,1.1,1.1,-3,1.1,-5,1477
COc1ccc(-c2cc(C(=O)Nc3cccc(S(=O)(=O)NCc4ccco4)c3)c3ccccc3n2)cc1OC,-8,-2,-3,0.99,-9,1.1,1,4,0.9,14,1543
CCc1cc2cc(C)cc(C)c2[nH]c1=S,2,3,9,0.023,6,2.9*,1.8,-1,1,-2,1675
CCCCC(CC)C(=O)NCCc1ccc(S(N)(=O)=O)cc1 (centres undefined),0,-2,14,-0.13,2,0.9,0.9,8,0.8,22,1654
CCCCNC(=O)CCn1nc(-c2ccccc2)ccc1=O,-8,6,2,x,7,1,0.7,1,0.9,13,1734
Cc1csc(NC(=O)c2cccc(S(=O)(=O)N3CCN(C)CC3)c2)n1,6,2,0,-0.37,-8,1,1,2,1,0,1457
COc1ccc(C2SCCN2C(=S)Nc2ccc(Cl)cc2)cc1 (centres undefined),1,-4,1,x,8,0.9,0.8,3,0.9,8,1661
O=C(c1ccccc1)N1CCSc2sccc2C1=O,-1,12,20,0.36,3,1,1,29*,1,0,2115*
NS(=O)(=O)c1cccc(NC(=O)CN2CCCc3ccccc32)c1,7,4,-4,-0.19,12,1.1,1.1,6,1,4,1506
Cc1cc(Cl)ccc1OCc1nc(-c2ccncc2)no1,-2,-1,2,0.94,-7,1,1,-1,0.9,7,1497
Cc1cccc(-c2nnc(N)s2)c1,17,5,-6,x,-7,1,1,-4,1,4,1337
O=C(COC(=O)CC(c1ccccc1)c1ccccc1)Nc1c(F)cccc1F,1,4,4,-0.16,-5,0.9,0.8,4,0.8,19,1543
CCCS(=O)(=O)N1CCC(C(=O)NC2CCCC(C)C2C)CC1 (centres undefined),30,2,8,x,12,0.8,0.9,2,0.9,9,1595

# The listing continues:
SMILES,G6PDH CS,PPARg SRC-3 ag,PPARg SRC-1 ag,ROMK primary,S1P3 antag,PMI act hi M6P,PMI act,PPARg SRC-2 ag,Diaphorase act,Diaphorase inh,SRC2 TRFRET art
O=C(CN(Cc1ccco1)C(=O)c1ccc(Cl)cc1)Nc1c(Cl)cc(Cl)cc1Cl,-17,2,0,0.052,-6,1,0.9,5,0.9,7,1610
COc1ccc(-c2nnc(Nc3ccc(S(=O)(=O)Nc4nccs4)cc3)c3ccccc23)cc1,-6,47*,55*,0.91,5,0.9,1,18,0.9,9,1729
COc1ccc(OCC(=O)OCC(=O)Nc2ccc(S(=O)(=O)N3CCCCC3)cc2)cc1,3,13,2,x,-2,1,0.9,-5,0.8,24,1613
CC1CC(C)CN(C(=O)Cn2c(SCC(=O)N3CCc4ccccc4C3)nc3ccccc32)C1 (centres undefined),14,-2,1,0.34,x,1,1.1,12,0.9,9,1530
COc1ccc2c(c1)C(C)=CC(C)(C)N2C(=O)CN1C(=O)CCC1=O,3,8,9,x,x,0.9,0.9,9,1,5,1439
Cc1cc(CSc2ccccc2)ccc1NC(=O)COc1ccccc1,3,9,1,0.31,x,1.1,1.1,4,0.9,13,1645
Cc1ccc(OCC(=O)NNC(=O)C2CCN(c3nccc(C)n3)CC2)cc1,-4,-1,-2,x,x,1,1,-4,0.9,11,1524
CCOC(=O)C(NC(C)=O)C(=O)Nc1ccc(C)cc1C (centres undefined),0,-6,8,0.8,-13,1.1,1.1,-9,1,1,1517
C/C(=N\Nc1ccc([N+](=O)[O-])cc1)c1ccc(-n2nncc2C)cc1,7,5,-3,0.071,11,1,0.9,10,0.8,17,1634
CCC(C)(C)NC(=O)CN(CCc1cccc(C)c1)C(=O)c1csnn1,15,1,0,-0.17,-4,1.1,1.1,8,1,-1,1625
CCC(C)N1CCCCC1C(=O)Nc1c(C)cc(C)cc1C (centres undefined),-8,10,1,-0.026,x,1,1.1,-2,0.9,6,1392
COC(=O)[C@H](Cc1ccccc1)NC(=O)O[C@@H]1C(=O)c2cc(OC)ccc2O[C@H]1c1ccc(OC)c(Br)c1,14,1,-2,0.0097,9,0.8,1.1,7,0.9,13,1611
Cc1cc(NC(=O)c2cc3ccccc3oc2=O)no1,13,2,14,x,x,0.9,0.9,12,0.9,13,1463
CC(=O)Nc1ccc(NC(=O)Cn2c(=O)n(-c3ccccc3)c(=O)c3oc4ccccc4c32)cc1,2,4,4,0.26,-18,1.1,1,5,1,0,1404
c1ccc(-c2noc(CSc3nnc(Cc4cccs4)n3-c3ccccc3)n2)cc1,4,14,6,x,-4,1,1,6,0.9,13,1543
CCCCNC(=O)C1C2C=CC3(CN(Cc4ccc(C)cc4)C(=O)C13)O2 (centres undefined),10,-14,4,-0.031,x,1,1.1,-2,0.9,6,1451
Cc1ccc(C2=NN(S(=O)(=O)c3ccccc3)C(c3ccccc3O)C2)cc1 (centres undefined),1,-1,0,x,12,0.9,0.9,8,0.8,22,1512
CCOc1ccc(CC(=O)Nc2ccc(S(=O)(=O)Nc3cc(C)on3)cc2)cc1OCC,12,9,-1,x,-9,1,1,3,0.9,13,1535
COc1cccc(-c2csc(N3CCN(C(=O)Nc4ccccc4OC)CC3)n2)c1,0,-2,0,x,9,0.9,0.9,-3,0.8,20,1401
O=C(NCCN1C(=O)S/C(=C\c2ccc(OC(F)F)cc2)C1=O)c1cnccn1,-4,2,2,0.61,-5,1,1.1,8,0.9,10,1730
Cc1ccc(-n2c(C)cc(/C([O-])=C(/C(=S)Nc3ccc(F)c(Cl)c3)[n+]3ccccc3)c2C)cc1,7,11,4,0.18,x,1.4,1.2,7,0.8,16,1727
O=C1C2ON(c3ccc(Cl)cc3)C(c3ccco3)C2C(=O)N1c1ccccc1 (centres undefined),12,1,1,x,-4,1,0.9,9,0.9,6,1541
Cc1ccc(CNC(=O)CSc2ccc(-c3ccco3)nn2)cc1,-24,-2,4,x,11,0.8,0.8,6,0.7,32,1470

# Random excerpt: 2 compounds from above.
SMILES,G6PDH CS,PPARg SRC-3 ag,PPARg SRC-1 ag,ROMK primary,S1P3 antag,PMI act hi M6P,PMI act,PPARg SRC-2 ag,Diaphorase act,Diaphorase inh,SRC2 TRFRET art
COc1cccc(-c2csc(N3CCN(C(=O)Nc4ccccc4OC)CC3)n2)c1,0,-2,0,x,9,0.9,0.9,-3,0.8,20,1401
Cc1cc(C)c(S(=O)(=O)n2ccc(-c3ccc(OCCN(C)c4ccccn4)cc3)n2)c(C)c1,5,-2,8,x,x,0.9,0.9,4,0.9,7,1390

# Not a hit list; about 3.3% have a hit in one of these screens.
